CR mimetic SO – yeast age-related superoxide inhibition as caloric restriction mimetic | AID 2690 | superoxide response (% of plate mean), % at 10 µM | S. cerevisiae aged cells, superoxide DHE fluorescence; hits give low values | 330,000 compounds, 0.18% hits;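 active means superoxide response under a set limit, about three screen SD below normal, cut at about 65% in these data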;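 further: yeast aged for seven days with compound at 30 °C before DHE staining; 100% = average MFI of all compound-treated wells on the plate with controls excluded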
Bcl-xL primary – blocks human Bcl-xL binding to Bim BH3 peptide; AID 2129; Q07817; GST-Bcl-xL / FITC-Bim BH3 peptide fluorescence polarization; 320,000 compounds, 0.7% hits; inhibition, % at 10.9 µM;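 active means inhibition above the mean of all tested compounds plus 3 SD, cutoff set per campaign, cut at about 30% in these data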;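 further: 0% = DMSO wells and 100% = unlabeled Bim-BH3 peptide competitor; inhibitors lower millipolarization by displacing the labeled peptide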
Target sequence (Q07817 whole entry, looked up): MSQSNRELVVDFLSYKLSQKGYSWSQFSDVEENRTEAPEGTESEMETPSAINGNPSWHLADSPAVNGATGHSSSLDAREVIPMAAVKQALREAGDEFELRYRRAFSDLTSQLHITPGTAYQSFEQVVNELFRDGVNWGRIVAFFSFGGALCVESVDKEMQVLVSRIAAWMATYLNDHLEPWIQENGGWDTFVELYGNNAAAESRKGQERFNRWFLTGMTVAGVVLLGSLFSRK
MEX-5 binding – C. elegans MEX-5 TCR-2 RNA binding activity; Q9XUB2; MEX-5/FITC-TCR2 RNA binding, fluorescence polarization; hits give low values; activity score (negative = inhibition of binding), % at 10 µM; 300,000 compounds, 0.38% hits; AID 1832;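 active means inhibition past about -25% in most replicates, and total fluorescence under double the plate's negative control median, limit read from the data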;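 further: 0% = DMSO and -100% = 5 µM competing unlabeled TCR2 RNA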
Target sequence (Q9XUB2 whole entry, looked up): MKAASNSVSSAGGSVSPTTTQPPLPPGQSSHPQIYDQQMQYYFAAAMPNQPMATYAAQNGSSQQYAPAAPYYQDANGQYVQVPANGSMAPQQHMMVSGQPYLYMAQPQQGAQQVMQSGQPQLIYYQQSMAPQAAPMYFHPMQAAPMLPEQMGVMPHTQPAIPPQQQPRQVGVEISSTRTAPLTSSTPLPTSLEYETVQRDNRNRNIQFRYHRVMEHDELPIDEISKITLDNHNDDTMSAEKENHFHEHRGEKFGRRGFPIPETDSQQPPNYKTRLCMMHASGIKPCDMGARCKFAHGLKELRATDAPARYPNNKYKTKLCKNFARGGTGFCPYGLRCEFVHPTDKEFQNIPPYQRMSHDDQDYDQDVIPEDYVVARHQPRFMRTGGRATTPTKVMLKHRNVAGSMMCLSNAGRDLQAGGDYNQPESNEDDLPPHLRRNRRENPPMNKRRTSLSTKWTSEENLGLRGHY
Efflux pump inh – inhibitors of Candida antifungal efflux pumps expressed in yeast; S. cerevisiae Candida pump triplex, Nile Red efflux; inhibition, % at 10 µM; 330,000 compounds, 0.44% hits;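 active means plate passing quality check with inhibition over a set limit, or well fluorescence over plate mean plus 4 SD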;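 further: Nile Red retained in pooled yeast measured as flow cytometry median fluorescence; 0% = buffer negative control and 100% = Enniatin B positive control; higher means more Nile Red kept so more efflux inhibition; some compounds called inactive have numbers as strong as hits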
GLD-1 TGE inh – GLD-1-TGE RNA interaction inhibition (C. elegans); Q17339; purified GLD-1 + fluorescein TGE RNA, fluorescence polarization; inhibition, % at 5.96 µM; 320,000 compounds, 0.44% hits; AID 2280;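 active means percent inhibition above a per-plate cutoff, the plate mean of test compounds plus 3 SD, cut at about 30% in these data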;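 further: 0% = DMSO wells with GLD-1 and probe and 100% = wells lacking GLD-1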
Fam108B inh – counter-screen for RBBP9 inhibitors: inhibitors of mouse Fam108B; inhibition, % at 9.51 µM; recombinant Fam108B, FP-Rh probe fluorescence polarization; 300,000 compounds, 0.33% hits;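 active means inhibition above the screen mean inhibition plus 3 SD, computed separately per campaign, cut at about 18% in these data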;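 further: inhibitors lower polarization as less probe binds the enzyme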
EBNA-1 inh – blocks EBNA-1 binding to DNA; EBNA-1 DNA binding, fluorescence polarization; inhibition, % at 14.8 µM; 300,000 compounds, 0.34% hits; in the data active means inhibition above about 28%
MCL1-BIM inh – MCL1-BIM-BH3 interaction inhibition (human). GST-MCL1 / FITC-Bim-BH3 fluorescence polarization. 320,000 compounds, 0.68% hits. inhibition, % at 10.9 µM. Q07820;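 active means inhibition above the mean inhibition of all tested compounds plus 3 SD, set per campaign, cut at about 40% in these data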;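 further: 0% = DMSO wells and 100% = unlabeled Bim-BH3 peptide control; higher means more loss of mP so more displacement of Bim peptide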
ZTA DNA inh – counter-screen for EBNA-1 inhibitors: inhibitors of Epstein-Barr virus ZTA; P03206; 320,000 compounds, 0.15% hits; ZTA-DNA binding, fluorescence polarization; inhibition, % at 11 µM; in the data active means inhibition above about 33%
Target sequence (P03206 whole entry, looked up): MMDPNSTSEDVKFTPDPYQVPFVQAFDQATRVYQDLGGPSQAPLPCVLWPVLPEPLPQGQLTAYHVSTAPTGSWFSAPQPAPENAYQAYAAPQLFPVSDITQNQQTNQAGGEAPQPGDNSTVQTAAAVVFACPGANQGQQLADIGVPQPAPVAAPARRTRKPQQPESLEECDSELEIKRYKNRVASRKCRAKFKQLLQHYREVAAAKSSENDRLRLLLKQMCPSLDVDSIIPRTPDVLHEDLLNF
Active calls of the source: *; / = not tested or not shown.

Results follow in this order: Fam108B inh, MCL1-BIM inh, Efflux pump inh, Bcl-xL primary, GLD-1 TGE inh, EBNA-1 inh, ZTA DNA inh, CR mimetic SO, MEX-5 binding
O=C(O)c1cccc(Nc2nc(-c3cccnc3)nc3ccccc23)c1
  0, 3, 0.0, 15, 3, 15, 18, 116, 1.5
S=C(NC12CC3CC(CC(C3)C1)C2)N1CCOCC1
  -2, -7, 0.1, 3, -12, 4, 9, 102, -2.0
CCCCCC(N)=O
  /, -2, -0.2, 2, -2, /, -7, 72, /
CC(=O)/C(=N/Nc1cccc(Cl)c1)Sc1nnc(C(O)c2ccccc2)n1-c1ccccc1 (stereo not given)
  4, 20, -0.4, 6, 0, 1, 11, 97, -2.0
CCOc1cc(-c2nnc(-c3ccco3)o2)cc(OCC)c1OCC
  0, 0, 0.0, -1, 0, -3, 12, 106, -1.2
CCN(CC)CCOc1cc2c(nn1)Oc1ccccc1N2C
  -4, 11, -0.1, 8, 0, 10, -25, 89, -2.5
O=C(Nc1nccs1)c1cccnc1Cl
  -1, 3, -0.3, 10, 2, 5, 14, 111, 0.4
COC(=O)C1=CN(Cc2ccc(OC)cc2)C=C(C(=O)OC)C1c1ccsc1
  2, -2, -0.2, 3, 6, -9, -6, 88, -0.9
COc1ccc(NC(=O)/C=C/c2cccc(C(F)(F)F)c2)cn1
  -3, 4, -0.1, 9, 9, -3, -11, 89, -3.7
CC(=O)Nc1ccccc1P(=O)(c1ccccc1)c1ccccc1OC(C)=O (stereo not given)
  1, 3, 0.1, 4, 9, 5, 0, 91, -3.0
O=C1C(=C2CCCCC2)SC(=S)N1Cc1ccco1
  0, 26, -0.1, 14, 8, 9, 13, 97, -1.5
CCCCC(OC(=O)CN1C(=O)COc2ccccc21)C(=O)NC1CCCCC1 (stereo not given)
  0, 3, 0.0, -1, 7, 2, -3, 103, -0.9
Cc1ccc(-c2nc(CS(=O)CC(=O)NCCCN3CC(C)CC(C)C3)c(C)o2)cc1 (stereo not given)
  -4, -4, 0.0, -3, -1, 14, -8, 79, 2.7
COc1ccc(NC(=O)CN2C(=O)CC(C)S(=O)(=O)c3ccccc32)cc1 (stereo not given)
  -3, 3, 0.1, -1, 0, -21, 3, 101, 2.0
Cc1ccc(CN2C(=O)c3ccccc3NC23CCN(Cc2ccccc2)CC3)cc1
  -6, 5, -0.3, 9, 4, 5, 6, 95, 2.7
Cc1ccc(-c2cc(-c3ccccc3Cl)c(C#N)c(N)n2)o1
  3, 23, -0.1, 18, 19, -10, -8, 98, -1.6
CC(C)(C)OC(=O)NCCCCC1=CC2=CC(=O)C(C)(OC(=O)c3cnc4ccccc4n3)C(=O)C2=CO1 (stereo not given)
  12, 58*, -0.1, 59*, 89*, 15, 10, 90, -28*
COc1cc(/C=C2\SC(=S)N(CC(=O)Nc3ccccn3)C2=O)cc(OC)c1OC
  -13, -19, 0.1, -8, -11, -1, 12, 105, 0.5
CC(=O)CC(=O)Nc1ccc(Nc2ccccc2)cc1
  5, 3, 0.2, 3, -13, -16, 3, 118, 0.1
Cc1ccc(C2CC(=O)C=C(NCC(C)C)C2)cc1 (stereo not given)
  -3, 7, -0.3, 2, 2, 14, -30, 98, -3.5
CC1Cc2ccccc2N1C(=O)CSc1nc2c(c(=O)n(C)c(=O)n2C)n1Cc1ccc(F)cc1 (stereo not given)
  -6, -2, 0.5, -4, -2, -11, -9, 98, 2.1
CSc1ncccc1C(=O)OCC(=O)c1ccccc1Br
  -1, 10, 0.1, 7, 6, -5, 10, 93, -1.3
COc1ccc(/C=N/N2C(=O)CSC2=S)cc1
  -6, 9, 0.1, 14, 2, -8, -8, 85, -2.8
COc1ccc(CCNC(=O)COC(=O)/C=C/c2ccc(OCC#N)c(OC)c2)cc1OC
  -1, -20, 0.0, 1, -1, -10, -23, 96, -2.2
Cc1cccc(C(=O)OCC(=O)NCCCc2ccccc2)c1O
  1, 0, -0.2, -2, 1, -4, -7, 102, 1.0
COc1ccc(OC)c(-n2nnnc2SCC(=O)Nc2ccc3c(c2)OCCO3)c1
  -3, 4, 0.1, 4, -5, 11, -4, 93, -0.1
CC(C)c1cc(NC(=O)C(C)(C)C)cc(C(C)C)c1O
  3, 1, 0.1, 2, 1, 2, -3, 88, -2.6
CN1C(=O)CCC1(O)c1ccccc1 (stereo not given)
  5, -3, 0.1, 1, 3, -1, 8, 108, -3.1
CC(=O)c1oc2ccccc2c1NC(=O)CCCN1C(=O)c2ccccc2C1=O
  -2, -5, 0.0, -1, -5, 6, -4, 120, 2.6
CCOC(=O)Cc1csc(NS(=O)(=O)Cc2ccccc2)n1
  -3, 1, 0.0, 4, -1, -11, -19, 100, -0.5
CC(=O)c1cccc(S(=O)(=O)Nc2cccnc2)c1
  0, -2, 0.0, 4, 7, 6, -13, 100, 1.4
CCOCCCN1C(=O)CN(C2CCC(C)CC2)C(=O)C1c1ccc(C)cc1 (stereo not given)
  3, 6, 0.0, 5, 0, 7, 0, 106, -2.3
O=C1C2C3C=CC(C3)C2C(=O)N1CCC(=O)N1CCc2ccccc21 (stereo not given)
  0, 2, -0.1, -3, -2, -9, -6, 84, -2.2
CCOC(=O)c1sc2nc(C)nc(SCC(=O)N(CC)C3CCS(=O)(=O)C3)c2c1C (stereo not given)
  0, -13, -0.2, -2, -13, -11, 0, 85, 0.7
CNC(=S)NNC(=O)c1cccc(C(F)(F)F)c1
  -4, 2, -0.1, 3, 2, 3, 1, 97, 1.9
COc1cc(/C=C(\C#N)C(=O)NCc2ccccc2)ccc1OCc1ccc(C(=O)O)cc1
  -1, -8, 0.1, -2, -3, -2, 9, 88, 2.2
CC(C)(C)c1cc(C(C)(C)C)n(-c2ccccc2)n1
  -2, 2, 0.1, 7, 5, 3, -2, 104, -2.9
O=C(NCc1ccc(F)cc1)Nc1ccc(Cl)cc1
  3, -6, -0.2, 2, 1, -1, 6, 110, -0.9
CN1C(=O)C2(c3ccccc31)c1c(oc3ccccc3c1=O)C(=O)N2CCCO (stereo not given)
  3, 0, -0.2, 4, 4, 12, 7, 91, 0.8
COc1ccccc1NC(=O)COC(=O)Cc1cccs1
  4, 5, 0.1, 9, 13, -3, 0, 105, 0.5
CCc1cccc(NC(=O)CCc2c(C)nn(-c3ccc(N4CCOCC4)nn3)c2C)c1
  2, 6, -0.4, 1, -5, -6, 5, 84, -1.4
Cc1nn(C)cc1/C=N/NC(=O)C1(O)c2ccccc2-c2ccccc21
  -3, -5, -0.2, -5, 8, -9, -11, 111, 1.6
COc1cccc(CNC(=O)C(CCSC)NS(=O)(=O)c2ccc3c(c2)oc(=O)n3C)c1 (stereo not given)
  12, -3, -0.3, 1, -2, 11, -5, 87, 3.6
O=C(NC12CC3CC(CC(C3)C1)C2)N1CCN(c2nc(-c3ccccc3)cs2)CC1
  7, -10, 0.1, -4, 6, -4, -5, 96, -0.2
CCCCn1c(N)c(N(CCC(C)C)C(=O)c2ccc([N+](=O)[O-])s2)c(=O)[nH]c1=O
  3, -17, -0.1, -5, 6, 3, -10, 125, -3.3
CC(C)(C)OC(=O)N1CCC(C(=O)N2CCOCC2)CC1
  -1, 6, 0.1, 1, -5, -8, -12, 107, 2.2
CCOC(=O)c1cn(CC(=O)Nc2ccc(CC)cc2)nn1
  1, 10, 0.1, 7, 8, 9, 6, 93, 0.3
Cc1cc(C)nc(/N=C(\N)Nc2ccc(OCCC(C)C)cc2)n1
  1, 3, 0.0, 4, 1, -5, 9, 93, 1.8
CC12CCC(C(=O)N3CCCCC3)(CC1=O)C2(C)C (stereo not given)
  -2, 9, -0.1, 9, -2, 0, 15, 102, 0.0
COc1cc(OC)c2c(=O)cc(-c3cccnc3)oc2c1
  -1, -5, -0.3, 0, -3, -19, -8, 76, 1.3
Oc1ccc(/C=N/N2CCN(C3c4ccccc4-c4ccccc43)CC2)cc1O
  5, 26, -0.2, 17, -1, -12, -7, 78, -1.7
COc1cccc(-c2ccc(SCC(=O)N3CCOCC3)nn2)c1
  -5, 7, 0.2, 3, -1, -2, 0, 103, 1.2
CCN(C(=O)COC(=O)c1cc([N+](=O)[O-])ccc1N1CCOCC1)c1ccccc1
  /, 3, 0.0, 6, 3, /, 6, 93, /
O=C(NCc1cccc(F)c1)C1CCN(S(=O)(=O)Cc2ccccc2)CC1
  -3, -8, 0.0, -2, 1, 11, 0, 104, 1.7
O=C(C1CCCN1S(=O)(=O)c1cccc2nsnc12)N1CCCCCC1 (stereo not given)
  -5, 2, -0.1, 9, 5, 2, -6, 108, 2.0
COc1ccc(CNC(=O)CSc2nnc(C)n2-c2ccc(F)cc2)cc1
  -1, -7, 0.1, 1, -11, -9, -8, 103, 0.2
COc1cc(/C=N/NC(N)=S)ccc1OC(=O)c1ccc(C)cc1
  2, 14, -0.2, 11, 10, -2, -17, 89, -0.9
O=C(Nc1sc2c(c1C(=O)O)CCCCC2)c1ccco1
  2, 5, 0.0, 4, -5, -11, 0, 181, 0.1
COC(=O)c1ccccc1SCc1csc(C)n1
  2, 1, 0.2, 2, 4, 20, 9, 74, -1.3
O=C(CSc1ccc(C(F)(F)F)cc1[N+](=O)[O-])Nc1ccc2ccccc2c1
  2, 15, 0.3, 1, 0, 5, 9, 106, 1.0

Additional compounds.
Results follow in this order: Fam108B inh, MCL1-BIM inh, Efflux pump inh, Bcl-xL primary, GLD-1 TGE inh, EBNA-1 inh, ZTA DNA inh, CR mimetic SO, MEX-5 binding
CCOC(=O)C1=C(C)C(c2ccc(OC)cc2OC)NC(=O)N1 (stereo not given)
  2, -4, -0.1, -2, 4, 3, 3, 112, 0.1
NC(=O)Cn1nc([N+](=O)[O-])nc1Oc1ccccc1F
  0, 5, 0.0, 5, 9, 1, 5, 109, -2.3
O=S(=O)(NC1CC1)c1ccc(Cl)cc1
  -2, -11, -0.1, 3, -2, 4, -3, 88, 1.8
Cc1csc(NC(=O)/C=C/c2ccc(C)o2)n1
  -4, 8, -0.1, 10, 5, 1, -8, 104, -1.4
Cc1ccc(C(=O)Nc2ccc(N3CCN(C(=O)c4ccco4)CC3)cc2)cc1
  5, 4, -0.1, 2, 4, 7, 14, 91, -1.0

Bioassay records from PubChem BioAssay.
